MITF inh: MITF inhibitors, primary screen, biochemical, AlphaScreen, human; Microphthalmia-associated transcription factor (Homo sapiens), O75030; AlphaScreen MITF homodimerization, bead proximity signal; inhibition, % at 2.6 µM; 650,000 tested, 0.91% active; AID 1259374, 2018; in the data active means inhibition above about 50%;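 further: 0% = vehicle wells with protein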
Target sequence (O75030 whole entry, looked up): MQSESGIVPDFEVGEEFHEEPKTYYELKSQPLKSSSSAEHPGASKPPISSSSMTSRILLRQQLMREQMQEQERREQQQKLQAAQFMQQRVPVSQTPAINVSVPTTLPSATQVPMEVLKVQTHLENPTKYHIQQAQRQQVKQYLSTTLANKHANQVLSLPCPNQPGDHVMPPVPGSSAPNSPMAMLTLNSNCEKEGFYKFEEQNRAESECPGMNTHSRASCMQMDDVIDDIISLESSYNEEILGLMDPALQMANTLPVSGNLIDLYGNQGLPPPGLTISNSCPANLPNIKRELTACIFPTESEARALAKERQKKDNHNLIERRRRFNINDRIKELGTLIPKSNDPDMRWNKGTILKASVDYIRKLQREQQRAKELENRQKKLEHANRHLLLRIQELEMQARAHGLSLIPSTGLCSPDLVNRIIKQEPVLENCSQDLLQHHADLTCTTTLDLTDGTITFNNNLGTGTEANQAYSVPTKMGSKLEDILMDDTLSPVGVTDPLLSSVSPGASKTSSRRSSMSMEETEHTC
TEAD-YAP block: TEAD-YAP interaction inhibition, primary screen, TEAD-YAP interaction inhibitor project, luminescence, HEK-TIYL cells. TEAD-Gal4/YAP UAS-luciferase luminescence. inhibition, % at 9.12 µM. 640,000 tested, 1.4% active. AID 1259422, 2018; in the data active means inhibition above about 32%;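 further: 0% = median of test compound wells and 100% = reference inhibitor wells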
FBW7 activator: FBW7 E3 ligase activators, primary screen, biochemical, AlphaScreen, human; 650,000 tested, 0.13% active; normalized activity (activation), % at 26.1 µM; AID 1259310, 2017; AlphaScreen FBW7–phospho-cyclin E peptide binding, activator screen; in the data active means normalized activity above about 1.9%;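 further: purified mutant Fbw7 with reduced substrate affinity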
GPR151 ag: activators of human GPR151, primary screen, cell-based, PathHunter beta-arrestin, luminescence; 650,000 tested, 1% active; AID 1508602, 2020; PathHunter beta-arrestin GPR151 cells; activation, % at 11.2 µM; in the data active means activation above about 4.9%;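 further: 0% = median of compound wells and 100% = cells with positive control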
Target sequence (Q8TDV0 whole entry, looked up): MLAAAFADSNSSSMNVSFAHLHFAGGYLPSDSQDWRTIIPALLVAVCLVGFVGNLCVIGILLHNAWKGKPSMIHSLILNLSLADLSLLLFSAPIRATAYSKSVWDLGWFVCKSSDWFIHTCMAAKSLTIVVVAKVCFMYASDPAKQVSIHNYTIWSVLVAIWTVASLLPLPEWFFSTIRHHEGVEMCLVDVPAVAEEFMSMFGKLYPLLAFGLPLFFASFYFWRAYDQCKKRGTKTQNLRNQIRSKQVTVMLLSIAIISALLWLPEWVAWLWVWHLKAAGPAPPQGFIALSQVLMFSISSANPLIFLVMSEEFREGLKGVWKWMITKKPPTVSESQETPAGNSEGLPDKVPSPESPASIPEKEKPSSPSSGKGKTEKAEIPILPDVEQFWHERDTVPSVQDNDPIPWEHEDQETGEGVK
An asterisk follows results filed as active.

#	smiles	MITF inh	TEAD-YAP block
1	CCN1CCN(C(=O)C2CCCN2c2nn3c(=O)cc(C)nc3s2)CC1 (centres undefined)	-5	1
2	COc1cccc(CC(=O)N2CCc3c(nc(N4CCCC4)[nH]c3=O)C2)c1	0	5
3	Cc1cc(C)c(NC(=O)Cn2cnc3ccccc32)c(C)c1	2	42*
4	CC(NC(=O)Cc1ccc([N+](=O)[O-])cc1)c1ccc2c(c1)OCO2 (centres undefined)	15	2
5	CCOc1ccc(-c2nc(-c3cc4ccccc4[nH]c3=O)no2)cc1	12	-4
6	O=C(Nc1c2c(nn1-c1ccc([N+](=O)[O-])cc1)CS(=O)(=O)C2)c1ccc(S(=O)(=O)N2CCCCC2)cc1	12	11
7	O=C(NCCN1CCN(C(=O)c2ccccc2Cl)CC1)C(=O)NCc1ccccc1	-8	-3
8	CCN(c1ccc(OC)cc1)S(=O)(=O)c1c[nH]c(C(=O)OC)c1	9	0
9	Cc1ccc(S(=O)(=O)N(C)CC(=O)Nc2cccc([N+](=O)[O-])c2)cc1	9	13
10	COc1cc(C(=O)NCCc2ccc3c(c2)OCO3)cc(OC)c1OC	-9	8

#	FBW7 activator	GPR151 ag
1	-0.1	1.1
2	-0.1	-0.7
3	0.1	3.5
4	-0.1	-1.5
5	-0.1	0.8
6	0.6	0.8
7	-0.1	-0.1
8	0.5	2.6
9	0.4	0.4
10	0.0	0.7

Continued.
#	smiles	MITF inh	TEAD-YAP block
11	COc1ccccc1NC(=O)C1Sc2nnc(C)n2NC1c1ccccc1 (centres undefined)	23	10
12	O=C1C(=O)N(CC2CCCO2)C(c2ccco2)/C1=C(/O)c1ccc(F)cc1 (centres undefined)	18	0
13	COC(=O)CCc1c(COC(C)=O)[nH]c(C(=O)OCc2ccccc2)c1C	-12	4
14	CNC(=O)COC(=O)c1c(F)cccc1Cl	-9	8
15	O=C(OCN1C(=O)c2ccccc2C1=O)c1ccc2c(=O)n3c(nc2c1)CCC3	-1	10
16	O=C1NN(c2ccc(I)cc2)C(=O)/C1=C\C=C\c1ccco1	13	-2
17	Cc1ccc2nsnc2c1NC(=O)CC(C)C	-2	-3
18	O=C(CN1CC(=O)N2CCCC2C1=O)NCc1cccc(Cl)c1 (centres undefined)	-3	-8
19	O=C(Cc1ccccc1)Nc1nnc(COc2ccccc2)s1	15	1
20	Cc1ccc2nc(NCCO)nc(-c3ccccc3)c2c1	-5	24

#	FBW7 activator	GPR151 ag
11	0.2	0.2
12	0.6	-0.3
13	0.0	-0.2
14	0.0	-1.0
15	0.0	-1.1
16	0.1	-0.7
17	-0.1	0.8
18	0.0	10*
19	0.0	-0.9
20	0.6	-0.5

Following part:
#	smiles	MITF inh	TEAD-YAP block
21	CCOC(=O)c1c(NC(=O)C(C)Sc2nnc(CNC(=O)COc3ccccc3)n2Cc2ccccc2)sc2c1CCCC2 (centres undefined)	-1	3
22	Cc1nnc(NC(=O)c2sc3ncnc(N4CCOCC4)c3c2C)s1	-7	-2
23	CCOC(=O)c1c(NC(=O)C(CC)Sc2nnc3c4ccccc4n(CC)c3n2)sc2c1CCCC2 (centres undefined)	-2	9
24	Nc1nnnn1CC(=O)OCc1cccc(Br)c1	14	-9
25	CC(NC(=O)Nc1cccc(Cl)c1)C1CC2CCC1C2 (centres undefined)	-2	-8
26	CCn1nnnc1NCc1ccc(Cl)c(Cl)c1	14	-7
27	CCSc1nc2ccc(Nc3nc(Nc4ccccc4)nc(N4CCCC4)n3)cc2s1	-18	-6
28	Cc1ccc(NC(=O)C(=O)NCc2ccccc2)c(C)c1	12	-14
29	CC(C)N=C1SC(CC(=O)Nc2ccccc2)C(=O)N1C(C)C (centres undefined)	13	8
30	O=S(=O)(NCC1COC2(CCCC2)O1)c1ccc(F)cc1 (centres undefined)	4	0

#	FBW7 activator	GPR151 ag
21	-0.1	-0.4
22	0.0	-1.0
23	-0.1	1.3
24	0.6	1.1
25	0.1	-0.1
26	0.1	0.0
27	0.0	-0.1
28	-0.1	1.2
29	1.2	-1.1
30	-0.1	-1.1

The results go on.
#	smiles	MITF inh	TEAD-YAP block
31	N#CCC(=O)N/N=C/c1cccc(OC2CSC2)c1	3	0
32	Cc1cccc(OCC(=O)N(Cc2cccs2)C2CCS(=O)(=O)C2)c1 (centres undefined)	4	-11
33	COc1ccc(C/C(N)=N/OC(=O)Cc2ccccc2)cc1	0	-7
34	COc1ccc(NC(=O)c2sc3nc4c(c(-c5ccc(C)cc5)c3c2N)CCC4)cc1	-9	-4
35	Cc1cc(C)c2c(N)c(C(=O)c3ccc(C4CCCCC4)cc3)sc2n1	-10	7
36	CCC[C@@H]1C[C@@H](C(=O)N[C@@H]([C@H]2O[C@H](SC)[C@H](OP(=O)(O)O)[C@@H](O)[C@H]2O)[C@H](C)Cl)N(C)C1	13	8
37	Cc1ccc(OCCNCC(C)O)c(Cc2ccccc2)c1 (centres undefined)	-1	4
38	CCOC(=O)C(C#N)C(c1ccc(F)cc1)c1ccco1 (centres undefined)	-6	-1
39	O=C(Nc1cc(F)cc(F)c1)c1ccc(N2CCc3ccccc3C2)c([N+](=O)[O-])c1	0	3
40	Cc1[nH]n(C(N)=S)c(=O)c1C(c1ccc(Cl)cc1)C(C#N)C#N (centres undefined)	27	1

#	FBW7 activator	GPR151 ag
31	-0.1	-0.1
32	0.1	-0.8
33	0.4	-0.9
34	-0.1	-0.6
35	-0.1	-0.8
36	-0.1	-1.2
37	-0.1	2.1
38	-0.1	2.3
39	0.0	1.7
40	-0.5	0.1

More entries:
#	smiles	MITF inh	TEAD-YAP block
41	Cc1cc(C)c(NC(=O)COc2ccccc2[N+](=O)[O-])c(C)c1	2	-11
42	COc1cc([N+](=O)[O-])ccc1NC(=O)N1CCc2ccccc21	15	5
43	Cc1cccn2cc(-c3ccc(NS(=O)(=O)c4ccccc4)cc3)nc12	13	-9
44	COc1ccc(-n2nnnc2SCC(=O)Nc2ccc(-n3cnnn3)cc2)cc1	-1	4
45	Cc1ccc(CN2CCc3nnc(CCNC(=O)c4cccnc4)n3CC2)cc1C	-1	-3
46	CCc1nn(CC(=O)NCCCN2CCCC2=O)c(=O)c2cc3sccc3n12	-2	1
47	CCn1c(SCC(=O)Nc2ccc(C)c(C)c2)n[nH]c1=O	6	4
48	NC(=O)c1ccc2c(c1)-c1ccccc1C2=O	10	-3
49	O=C(CCl)NCCNC(=O)c1c(O)c2ccccc2oc1=O	0	5
50	CCC(CO)NCC(O)COc1ccccc1C (centres undefined)	9	10

#	FBW7 activator	GPR151 ag
41	0.1	1.9
42	0.0	-1.3
43	0.1	1.8
44	0.0	1.3
45	0.5	1.4
46	-0.1	0.2
47	0.2	1.0
48	0.0	-0.8
49	0.1	2.4
50	0.1	-1.3

Arranged by count of non-hydrogen atoms (ascending): part of the list above
#	smiles	MITF inh	TEAD-YAP block
24	Nc1nnnn1CC(=O)OCc1cccc(Br)c1	14	-9
30	O=S(=O)(NCC1COC2(CCCC2)O1)c1ccc(F)cc1 (centres undefined)	4	0
37	Cc1ccc(OCCNCC(C)O)c(Cc2ccccc2)c1 (centres undefined)	-1	4
42	COc1cc([N+](=O)[O-])ccc1NC(=O)N1CCc2ccccc21	15	5
5	CCOc1ccc(-c2nc(-c3cc4ccccc4[nH]c3=O)no2)cc1	12	-4
2	COc1cccc(CC(=O)N2CCc3c(nc(N4CCCC4)[nH]c3=O)C2)c1	0	5
23	CCOC(=O)c1c(NC(=O)C(CC)Sc2nnc3c4ccccc4n(CC)c3n2)sc2c1CCCC2 (centres undefined)	-2	9

#	FBW7 activator	GPR151 ag
24	0.6	1.1
30	-0.1	-1.1
37	-0.1	2.1
42	0.0	-1.3
5	-0.1	0.8
2	-0.1	-0.7
23	-0.1	1.3

(cont.)
#	smiles	MITF inh	TEAD-YAP block
51	CN=C(NC)SCCOc1ccc(OC)cc1	-4	-4
52	CC(C)(C)c1ccc(OCCCC(=O)Nc2sc3c(c2C(N)=O)CCCC3)cc1	12	1
53	COc1ccc(/C=C2\SC(N(C)c3ccc(O)cc3)=NC2=O)cc1OC	4	-31
54	COCCn1c(=O)n(CC(=O)NCc2ccc(OC)cc2)c2cccnc21	-3	1
55	CCn1cc(CNC(=O)c2cccc([N+](=O)[O-])c2)c(C)n1	14	-1
56	CC(=O)c1cccc(-c2cccc(C(=O)NC3CC3)c2)c1	7	-1
57	N#CCOc1ccc2c(=O)c(Oc3ccc4ccccc4c3)coc2c1	14	6
58	CC(C)OP(=O)(OC(C)C)C(Nc1ccc(Br)cc1)c1ccc(O)cc1 (centres undefined)	11	6
59	Cc1cc(C)n(-c2cc(N/N=C/c3ccccc3O)ncn2)n1	10	59*
60	CC(C)(C)NC(=O)CCNS(=O)(=O)c1ccc(Br)s1	-8	2

#	FBW7 activator	GPR151 ag
51	-0.1	0.3
52	-0.1	6.5*
53	-0.1	-0.4
54	-0.1	0.5
55	0.1	0.8
56	0.1	0.2
57	0.8	-0.8
58	0.2	-0.8
59	-0.5	0.4
60	0.0	-0.4

New compounds follow.
#	smiles	MITF inh	TEAD-YAP block
61	CCCC(=O)Nc1ccc(S(=O)(=O)N2CCOCC2)cc1	0	-5
62	CCOc1ccc(NC(=O)C2C3C=CC4(O3)C2C(=O)N(CCCOC(C)C)C4C(=O)NC2CCCCC2)cc1 (centres undefined)	0	18
63	Cc1ccc(C2=N/C(=C\c3ccco3)C(=O)O2)cc1[N+](=O)[O-]	-2	10
64	Cn1nnnc1SCc1cn2cc(Cl)ccc2n1	11	-57
65	CC(=O)Nc1ccc(NC(=O)Cn2cc(-c3ccccc3)c(N(C)C)n2)cc1	-9	0
66	CCOC(=O)c1ccc(NC(=S)N(CCN2CCCCC2)Cc2ccco2)cc1	11	-24
67	O=C(Cc1cccs1)Nc1cccc(I)c1	-2	-12
68	NS(=O)(=O)c1ccc(N2C(=O)C(=O)/C(=C(/O)c3ccccc3)C2c2ccc(Cl)cc2)cc1 (centres undefined)	17	14
69	CSc1ccccc1NC(=S)NC1CC1	8	14
70	COC(=O)Nc1ncc(CN2C(=O)c3ccccc3C2=O)s1	10	-8

#	FBW7 activator	GPR151 ag
61	-0.1	-0.4
62	0.0	1.6
63	-0.1	0.6
64	-0.1	-3.6
65	-0.3	-1.8
66	0.0	-0.2
67	0.2	2.1
68	-0.1	-0.8
69	0.0	2.0
70	0.0	1.3

Carrying on:
#	smiles	MITF inh	TEAD-YAP block
71	CCCOc1ccccc1NC(=O)C1CC=CCC1C(=O)O (centres undefined)	4	-2
72	Cn1nccc1Nc1nccc(Nc2ccc3c(c2)OCO3)n1	5	-32
73	CC(=O)Nc1ccc(S(=O)(=O)Oc2ccc3ccccc3c2C=O)cc1	23	19
74	COc1ccc(N(C(=O)c2ccc(Cl)cc2)C2=CC3CCC(C2)N3C)cc1 (centres undefined)	0	-7
75	COc1cccc2cc(C(=O)NCc3cccc(Cl)c3)c(=Nc3ccc(C(=O)O)cc3)oc12	-2	35*
76	Oc1ccc(Br)cc1C1CC(c2ccc(Cl)cc2)=NC(c2ccc(Br)cc2)N1 (centres undefined)	13	20
77	CCOC(=O)C1=C(CSc2nccn2C)NC(=O)NC1c1cccc([N+](=O)[O-])c1 (centres undefined)	0	-4
78	O=C(Nc1ccccc1[N+](=O)[O-])c1cccnc1	0	0
79	O=C(c1ccno1)N1CCC2(CC1)OCc1ccccc1O2	4	-2
80	OC1CCC(Nc2nc3ncnc(NCc4nc5ccccc5[nH]4)c3[nH]2)CC1 (centres undefined)	-7	4

#	FBW7 activator	GPR151 ag
71	0.1	0.2
72	-0.2	-0.8
73	0.8	0.3
74	-0.1	-0.2
75	0.0	0.8
76	0.7	-0.6
77	-0.1	0.1
78	-0.3	-1.2
79	-0.1	3.8
80	-0.1	-1.1

Continued:
#	smiles	MITF inh	TEAD-YAP block
81	Cn1ccnc1CNc1nncc(-c2ccc(C(F)(F)F)cc2)n1	18	-2
82	CC(C)n1c(N2CCCC2CO)nc2c(NCc3nc4ccccc4[nH]3)ncnc21 (centres undefined)	5	0
83	O=C(Nc1ccc(S(=O)(=O)N2CCCC2)cc1)c1csc2c1CCCC2	-8	-6
84	CSc1ccc(/C=N/Nc2nc3ccccc3[nH]2)cc1	-9	-44
85	CCOC(=O)c1ccc(NC(=O)c2cccs2)cc1	9	-84
86	CC1=C(C(=O)OC(C)C)C(c2ccc(I)cc2)C2=C(CC(C)(C)CC2=O)N1 (centres undefined)	-9	1
87	CCc1ccc(NC(=O)CSC2=C(C#N)C(c3ccccc3Cl)C(C(=O)OC)C(=O)N2)cc1 (centres undefined)	-13	7
88	CCCOC(=O)c1sc2nc3c(c(-c4ccc(C)cc4)c2c1N)CCCC3	-2	0
89	Cc1ccccc1NCn1nnc2ccccc21	7	2
90	CCOC(=O)c1cc2occc2n1CC(=O)Nc1ccc(OC)cc1	0	2
91	COc1cccc(OC)c1C(=O)Nc1c(C(N)=O)oc2ccccc12	14	-2
92	Cc1ccccc1C1=N/C(=C\c2cccc([N+](=O)[O-])c2)C(=O)O1	-1	-4

#	FBW7 activator	GPR151 ag
81	0.1	0.3
82	0.1	-1.0
83	-0.1	4.9
84	-0.1	-0.2
85	0.3	-1.7
86	-0.1	-0.9
87	0.1	0.8
88	0.0	1.0
89	-0.1	-0.9
90	0.3	4.9
91	0.2	0.1
92	0.0	1.0

Screens from PubChem BioAssay.

This is a random part of the collection; any-hit rate near 3.4%.
